# Screening data (PubChem BioAssay)
# RAD54 branch – RAD54 (human) branch migration inhibition. Q92698. RAD54 Holliday junction branch migration, FAM/BHQ fluorescence. inhibition, % at 10.4 µM. 360,000 compounds, 0.14% hits. AID 602329;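 active = mean normalized replicate activity at least 40 and at least half of replicates scoring 40 or more; inconclusive = only one of the two criteria met; inactive = mean below 40 and under half of replicates reaching 40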;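 also: 0% = median of neutral control wells and 100% = median of positive control wells; inhibitors cause a drop in the FAM fluorescence signal; in these data hits start at about 50%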
# ARNT-TACC3 inh – disrupts binding between human ARNT and TACC3; Q9Y6A5; AlphaScreen His-ARNT PAS-B/GST-TACC3 binding, luminescence; TACC3 fragment carries E629A point mutation; inhibition, % at 9.99 µM; 390,000 compounds, 0.66% hits;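 active = mean inhibition of replicates at least 50% and at least half of replicates each reaching 50%; inconclusive = half or more replicates reach 50% but mean below 50%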;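 also: 0% = complete ARNT plus TACC3 wells and 100% = ARNT alone without TACC3; many hits fall short of the cut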
# CASP6 VEID inh – inhibitors of human caspase-6 | purified caspase-6, Z-VEID-R110 cleavage fluorescence | AID 686996 | P55212 | 350,000 compounds, 0.53% hits | inhibition, % at 12.5 µM;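 active = mean inhibition across replicates at least about 35%, with every replicate also reaching that limit, limit read from the data; inconclusive = only one of the two criteria met; inactive = neither criterion met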;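 also: 0% = median of neutral control wells and 100% = no fluorescence left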
# Target sequence (P55212 24-179 limits assumed): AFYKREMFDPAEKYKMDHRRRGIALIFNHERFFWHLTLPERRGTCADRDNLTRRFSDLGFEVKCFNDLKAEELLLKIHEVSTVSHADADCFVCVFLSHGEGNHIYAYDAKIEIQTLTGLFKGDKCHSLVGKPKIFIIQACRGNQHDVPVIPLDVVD
# Target sequence (P55212 194-293 limits assumed): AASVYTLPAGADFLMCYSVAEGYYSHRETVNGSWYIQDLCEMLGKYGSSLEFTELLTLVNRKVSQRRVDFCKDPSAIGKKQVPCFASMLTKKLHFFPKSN
# ERp5 block – blocks human ERp5 reductase activity on insulin; Q15084; ERp5 insulin aggregation, absorbance 650 nm, 90 min; inhibition, % at 9.99 µM; 350,000 compounds, 0.05% hits;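 active = mean replicate inhibition above about 25%, with every replicate also reaching it, limit read from the data, passing the limit was not always enough; inconclusive = only one of those two criteria met; inactive = neither criterion met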
# PglD DTNB – blocks C. jejuni PglD acetyltransferase activity; 360,000 compounds, 0.098% hits; inhibition, % at 12.5 µM; purified PglD enzyme, DTNB colorimetric CoA detection; in the data active = inhibition above about 16%, passing the limit was not always enough; inconclusive = no clear call, values can overlap the other calls; also: strong numbers were not always called active
# RAD52 anneal inh – inhibitors of human RAD52 DNA annealing; inhibition, % at 18.7 µM; recombinant RAD52 DNA annealing, FRET fluorescence; P43351; 360,000 compounds, 0.46% hits;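 active = every replicate showing at least 50% inhibition; inconclusive = mean inhibition at least 50% but not in every replicate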
# Target sequence (P43351 whole entry, looked up): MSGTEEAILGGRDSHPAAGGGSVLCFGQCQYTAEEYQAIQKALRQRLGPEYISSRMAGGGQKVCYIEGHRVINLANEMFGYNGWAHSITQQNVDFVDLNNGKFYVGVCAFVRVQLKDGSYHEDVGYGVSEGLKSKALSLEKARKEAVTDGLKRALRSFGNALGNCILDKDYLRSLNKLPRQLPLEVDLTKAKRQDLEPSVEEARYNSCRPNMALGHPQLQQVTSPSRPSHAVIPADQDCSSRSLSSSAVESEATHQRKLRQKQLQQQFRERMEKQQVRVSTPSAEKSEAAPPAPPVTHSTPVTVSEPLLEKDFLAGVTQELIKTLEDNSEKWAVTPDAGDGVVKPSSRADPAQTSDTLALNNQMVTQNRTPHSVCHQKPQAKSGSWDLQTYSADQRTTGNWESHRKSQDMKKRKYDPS
# E-selectin induc – E-selectin induction on HUVECs; P16581; HUVEC E-selectin immunofluorescence imaging; normalized: neutral wells 0, TNF-alpha wells 100; activation, % at 7.58 µM; 260,000 compounds, 0.37% hits;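 active = mean E-selectin-positive cell signal at least 10% of the positive control, reached in at least 60% of replicates, without over 20% cell loss; inconclusive = no rule given, readout overlaps actives, possibly toxicity-flagged; inactive = the rest, including those meeting only one limit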;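 also: in these data hits start at about 27%; measured in HUVEC primary endothelial cells; signal is the percent of cells scored E-selectin positive by PE staining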
#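 Assay system: HUVEC primary endothelial cells. Input: 3,000 HUVEC seeded per well. Doses: one compound dose added by pin transfer. Read-out basis: % PE-positive cells. Benchmarks: TNF-alpha high, DMSO low. Detection: immunofluorescence imaging. Buffer or medium: EGM-2, gelatin.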
# esBAF inh – blocks esBAF chromatin remodeling in mouse ES cells. reporter increase, % at 12.5 µM. Bmi1-luciferase knock-in reporter, 24 h; 100% = twice the neutral-well signal. 350,000 compounds, 2% hits; in the data active = activation above about 40%; inconclusive = no clear call, values can overlap the other calls;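 also: 0% = median of the plate's neutral control wells and 100% = double that signal; a rise in the Bmi1 reporter signal indicates esBAF inhibition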
# * hit, by the source's call; u = inconclusive; x = not tested or not shown; & = joins results of further samples.
SMILES,RAD54 branch,ARNT-TACC3 inh,CASP6 VEID inh,ERp5 block,PglD DTNB,RAD52 anneal inh,E-selectin induc,esBAF inh
COc1cccc(S(=O)(=O)N[C@H]2CC[C@H](CC(=O)NC3Cc4ccccc4C3)O[C@@H]2CO)c1,-0.1,-6.7,-1.1,-4.8,-1.1,-8.7,0.3,1.3
CCCN(C)C[C@H]1OCCCC[C@H](C)Oc2ccc(NS(=O)(=O)c3ccc(F)cc3)cc2C(=O)N([C@@H](C)CO)C[C@H]1C,3.0,2.8,0.2,5.2,0.1,21.8,-0.1,-0.8
N#Cc1ccccc1NC(=O)CSc1n[nH]c(=O)n1C1CC1,1.7,31.2,-6.0,-1.5,-0.9,-0.3,0.4,-2.1
O=C1C2C3C=CC(C3)C2C(=O)N1CCCCN1C(=O)C2C3C=CC(C3)C2C1=O (centres undefined),-2.5,-5.6,x,x,9.2,x,x,-6.9
COC(=O)C1=C(C)OC(N)=C(C#N)C1c1ccco1 (centres undefined),-5.4,-5.7,x,x,-4.1,x,x,-3.7
COC(=O)c1c(NC(=O)CSc2nnc(CNc3ccc(Cl)cc3)o2)sc(C)c1C,-4.0,-0.3,x,x,-1.2,x,x,-3.1
CC(C)C#Cc1ccc2c(c1)O[C@@H](CN(C)C)[C@H](C)CN([C@@H](C)CO)S2(=O)=O,5.1,4.2,x,0.4,1.3,4.7,0.0,1.1
CCOC(=O)c1cc2c(=O)n3cccc(C)c3nc2n(CC(C)C)c1=NC(=O)c1ccco1,25.2,-6.3,5.3,2.6,-3.9,-11.2,0.3,14.7
CC(C)n1nnnc1SCC(=O)N(C)C1CCS(=O)(=O)C1 (centres undefined),7.9,2.4,-0.1,8.9,-3.2,6.3,-0.3,-0.7
Cc1ccc(SCC(=O)c2ccc(CC(=O)O)s2)cc1,-3.2,x,64.5*,3.1,1.8,-62.3,x,x
Cc1ccc2nc3c(cc(C(=O)NCCCn4ccnc4)n3C)c(=O)n2c1,21.6,-3.2,x,x,4.1,x,x,5.1
Cc1ccc(S(=O)(=O)N(C)C[C@@H]2Oc3ccc(NC(=O)CCCN(C)C)cc3C(=O)N([C@H](C)CO)C[C@H]2C)cc1,4.5,-1.2,4.4,1.4,0.5,9.5,-7.6,-4.0
Cc1ccc(S(=O)(=O)N2CCOCC2)cc1NC(=O)COC(=O)c1n[nH]c(=O)c2ccccc12,x,-2.2,3.2,-1.7,x,-14.4,3.4,x
COc1ccc(NS(=O)(=O)c2cc(NC(=O)CCNC(=O)c3ccco3)ccc2OC)cc1,-4.1,0.1,1.1,0.9,-2.8,5.7,x,1.0
COc1ccc(S(=O)(=O)N2CC(O)C[C@H]2C(=O)OCC(=O)N2CCCCCC2)cc1 (some centres undefined),x,0.1,-2.0,-6.0,x,-7.8,2.9,x
Cc1ccc(NC(=O)COC(=O)Cc2c[nH]c3ccccc23)cc1C,-1.1,24.1,2.1,-2.5,-1.9,-2.7,x,-5.5
Cn1c(CCN2CCCCC2)nc2cc(NC(=O)COc3ccccc3)ccc21,-2.0,2.0,-21.1,-5.0,0.1,-1.9,x,9.1
CCOC(=O)c1cnn(-c2cc(Oc3ccccc3C)ncn2)c1N,-9.9,-14.4,x,x,1.6,x,x,14.9
CNS(=O)(=O)c1cccc(C(=O)OCC(=O)Nc2ccc(N3CCCCC3)cc2)c1,-8.7,14.9,-0.6,2.8,3.7,-9.5,x,-6.9
C[C@H]1CN([C@@H](C)CO)S(=O)(=O)c2ccc(-c3cncnc3)cc2O[C@@H]1CN(C)C(=O)CC1CC1,1.2,-4.0,0.0,-4.4,-0.1,-1.5,0.3,-2.1
COc1ccc(-n2c(SCC(=O)NCc3ccco3)nc3c([nH]c4ccccc43)c2=O)cc1,-2.7,-3.8,4.0,-4.9,1.0,-4.2,0.2,-6.4
O=C(Nc1cccc(Cl)c1)N[C@@H]1CC[C@H](CCn2cc(Cc3ccccc3)nn2)O[C@@H]1CO,-2.8,6.0,1.2,-0.8,3.9,9.3,0.0,1.5
C/C=C/c1ccc([C@@H]2[C@@H](CO)N(C(=O)CC)[C@H]2CNC(=O)c2ccncc2)cc1,-3.6,1.1,x,x,2.2,x,0.1,-2.5
COc1ccc(CN2CCN(C(=O)CC(C)C)CC2)cc1Br,-2.7,-0.7,-1.7,-1.8,4.6,-9.7,x,2.4
Cc1cc(NC(=O)c2cc3cccc([N+](=O)[O-])c3[nH]2)ccc1F,6.7,1.1,1.1,6.9,-2.5,-7.6,x,83.6*
C[C@H]1CN([C@@H](C)CO)C(=O)c2cccc(NC(=O)c3ccncc3)c2O[C@@H]1CN(C)C,6.7,-8.3,1.9,2.7,15.9,0.5,x,3.4
CSc1ncccc1C(=O)Nc1nc(C(C)(C)C)cs1,2.5,6.0,-1.8,0.5,10.2,1.6,x,15.5
N#Cc1cccc(NC(=O)Cn2cnc(S(=O)(=O)N3CCCC3)c2)c1,-0.9,-7.0,5.1,-0.8,-8.3,-2.4,x,8.8
COc1ccc(CN(C)C[C@H]2Oc3ccc(NS(=O)(=O)c4ccc(Cl)cc4)cc3C(=O)N([C@H](C)CO)C[C@H]2C)cc1,7.7,x,2.9,6.1,2.9,15.7,-12.6,-7.0
CCCNC(=O)C1CC(c2cccc(F)c2)=NO1 (centres undefined),0.3,-1.6,-1.5,-2.7,1.9,-64.5,-0.1,-1.9
COc1ccccc1N1CCN(CC(O)c2ccccc2)CC1 (centres undefined),6.7,0.4,-1.0,-1.7,7.4,-10.7,0.3,-10.0
CCOC(=O)c1ccc(NC(=S)NCc2ccco2)cc1,0.1,-1.1,-0.5,5.7,-0.4,-17.2,x,x
COc1ccc(C2CC(c3ccccc3)=NN2c2ccc(C(N)=O)cc2)cc1 (centres undefined),7.1,-26.8,0.9,1.4,-12.8,-64.1,x,-6.3
COc1cc(OC)c(C(=O)OCC(=O)NCCc2ccccc2)cc1OC,8.0,1.2,-1.1,6.7,-6.9,-20.0,x,5.0
COc1cc(C(=O)NCC(=O)NCC(c2ccco2)N2CCCCC2)cc(OC)c1OC (centres undefined),-3.1,-6.1,1.7,-3.9,-1.1,-19.3,5.1,-1.2
CCOC(=O)C(C)Sc1nc2c(c(=O)[nH]c(=O)n2C)n1Cc1ccc(Cl)cc1 (centres undefined),-0.7,-5.2,3.6,-11.5,-2.2,2.7,0.1,-8.7
CCN(CC(=O)Nc1cc(Cl)ccc1Cl)C(=O)c1ccc(-n2cccn2)cc1,-8.8,-4.7,2.3,-2.2,7.9,-36.4,x,-1.9
Cc1cccc(C(=O)OCC(=O)Nc2nnc(-c3ccccc3)o2)c1O,15.3,34.7,0.0,-1.9,3.9,-6.1,x,-1.2
COc1ccccc1NC(=O)N(C)C[C@H]1OCc2cnnn2CCCC(=O)N([C@H](C)CO)C[C@@H]1C,-5.5&12.3&3.3,1.4&0.4,1.6&-1.0&-1.3,1.6&-1.7&-1.1,-0.3&-2.5&-0.1,-11.1&-0.5&-17.8,-0.1&0.3,0.0&3.2&1.5
C[C@@H]1CN([C@@H](C)CO)C(=O)c2cc(NS(=O)(=O)c3ccc(F)cc3)ccc2O[C@@H]1CN(C)Cc1ccc2c(c1)OCO2,12.1,-2.7,-1.1,0.6,3.1,11.0,-0.2,-4.4
C=CCn1c(N/N=C/c2ccc(O)cc2)nc2ccccc2c1=O,5.4,x,3.1,-1.8,8.0,-8.3,x,25.7
C[C@H](CO)N1C[C@H](C)[C@H](CN(C)C(=O)c2cccnc2)Oc2ncc(-c3ccccc3)cc2C1=O,-6.1,-7.4,-1.1,-4.0,-0.9,-0.6,0.1,-2.7
COC(=O)[C@H]1C[C@H](OC(=O)NCC2CCCCC2)[C@@]2(O)CN(S(=O)(=O)c3ccc(C)cc3)CC2[C@H]1C(=O)OC (some centres undefined),4.1,x,3.5,-1.0,1.9,-6.5,0.1,21.4
NC(=S)N1CCCc2ccccc21,x,7.3,-2.6,-1.7,x,-23.8,-1.1,x
COc1ccc(NC(=O)Nc2ccc([N+](=O)[O-])cc2)cn1,0.6,-4.3,-0.2,1.9,3.5,-46.3,x,34.8
COc1ccc(C(=O)NCCCNC(=O)c2cnccn2)cc1,-2.5,9.7,-2.9,1.8,-3.4,-19.7,0.1,1.0
CCN(CC)S(=O)(=O)c1cc(C(=O)OCC(=O)NC(=O)c2cccn2C)ccc1C,4.0,-2.0,x,x,-1.1,x,x,-10.2
CCC(=O)Nc1ccc2c(c1)nc1n2CCSC1,1.5,x,x,x,-7.6,x,-2.3,9.9
CC(=O)C1=C(C)OC2(O)c3ccccc3C(=O)C12O (centres undefined),0.9,x,29.9,9.2,4.4,-0.5,0.0,x
OCC(O)CN(c1ccccc1)c1ccccc1 (centres undefined),3.3,1.7,-4.7,7.3,-6.6,-2.9,-0.7,-3.5
COc1ccccc1NC(=O)CSc1nnc(-c2ccncc2)n1CC1CCCO1 (centres undefined),6.1,-2.1,x,x,3.0,x,x,-1.3
O=C(/C=C\c1cccs1)N1CCN(Cc2ccc3c(c2)OCO3)CC1,5.1,-1.6,-0.5,0.3,0.3,-27.3,-0.1,0.5
C[C@H](CO)N1C[C@H](C)[C@H](CN(C)Cc2ccc3c(c2)OCO3)Oc2c(NC(=O)Nc3ccc4c(c3)OCO4)cccc2C1=O,1.2,4.7,-0.7,0.0,9.3,9.8,-0.2,5.1
O=C(CCc1nc2ccccc2[nH]1)NCc1ccc2c(c1)OCO2,-3.5,-0.3,1.0,-1.4,-1.1,-8.8,x,-1.2
COCCSc1ccccc1C(=O)NCc1cccnc1,-5.0,-3.9,0.5,-0.6,-1.8,-18.8,8.6,-4.6
Cn1c(NC(=O)Cc2cccc3ccccc23)cc(=O)n(C)c1=O,-12.3,-2.0,0.6,3.3,1.1,0.6,0.6,1.9
Cc1cc(C)nc(N2C(=O)CC(Cc3ccc(Cl)cc3)C2=O)n1 (centres undefined),x,-9.4,0.7,3.4,x,10.9,x,x
CCCCCCCCNS(=O)(=O)CCNCc1ccccc1OC,-3.5,-4.1,-0.4,1.0,0.2,0.3,u,-3.9
Cc1cccc(N2CCN(C(=O)CSc3ccc4c(c3)OCCO4)CC2)c1C,-5.4,-1.8,0.3,3.7,4.2,-33.5,1.1,3.3
COc1ccc(/C=N/NC(=O)c2ccc(CSc3nncn3C)cc2)cc1OC,-6.0,13.8,-1.2,2.3,-2.1,-3.8,0.2,-2.9
CCn1c(C)cc(/C=C2/SC(=S)NC2=O)c1C,x,0.6,1.5,2.5,x,-9.9,x,x
CCOc1cccc2sc(N(CCCN(C)C)C(=O)c3ccc(S(=O)(=O)N4CCCCCC4)cc3)nc12,21.3,16.9,10.1,-2.4,-0.8,49.0,x,-6.8
CCc1nnc(NC(=O)/C=C/c2ccco2)s1,x,3.1,20.4,-0.8,x,-35.4,x,x

# A stretch from further up, for reference:
SMILES,RAD54 branch,ARNT-TACC3 inh,CASP6 VEID inh,ERp5 block,PglD DTNB,RAD52 anneal inh,E-selectin induc,esBAF inh
C=CCn1c(N/N=C/c2ccc(O)cc2)nc2ccccc2c1=O,5.4,x,3.1,-1.8,8.0,-8.3,x,25.7
C[C@H](CO)N1C[C@H](C)[C@H](CN(C)C(=O)c2cccnc2)Oc2ncc(-c3ccccc3)cc2C1=O,-6.1,-7.4,-1.1,-4.0,-0.9,-0.6,0.1,-2.7
